Growth percent in the NCI-60 one-dose screen (48 h, 10 µM unless noted): 100 = growth as untreated, 0 = no growth, -100 = all killed.
ACHN: ACHN renal cancer. 4.9% of 81,000 active
TK-10: TK-10 renal cancer cells. AID 1794769. 3.9% of 81,000 active
786-0: 786-0 renal cancer cells; 5.1% of 81,000 active; AID 1794775
UO-31: UO-31 renal cancer | 5.2% of 81,000 active
A498: A498 renal cancer cells; 5.4% of 76,000 active; AID 1794774
SN12C: SN12C renal cancer cells | 3.8% of 81,000 active | AID 1794767
RXF 393: RXF 393 renal cancer cells | 6.9% of 77,000 active | AID 1794773
CAKI-1: CAKI-1 renal cancer. AID 1794772. 4.7% of 75,000 active
DU-145: DU-145 prostate cancer; 4.2% of 81,000 active
Starred values were filed as active, the others as inactive; / = no result given; & = joins results of further samples; ! = not confirmed by another sample. The calls were made as follows: active = growth percent below 10; inactive = the rest.

Structure	CAKI-1	TK-10	RXF 393	ACHN	DU-145	786-0	UO-31	SN12C	A498
O=c1c2cnn(-c3ccccc3)c2n2c(CN3CCOCC3)nnc2n1-c1ccccc1	92	71	119	95	105	93	88	104	106
O=C(/C=C/c1ccccc1)Nc1ncccc1OCc1cn(Cc2ccc(Cl)cc2)nn1	93	106	104	96	113	91	78	94	83
CCCCCCCCCCCCCCCCCC	97	91	108	102	103	91	94	101	88
c1cncc(-c2nc3ccccc3[nH]2)c1	/	148	95	91	112	107	82	90	84
Nc1nc2[nH]cc(CCc3ccc(C(=O)N[C@@H](CCC(=O)O)c4nn[nH]n4)cc3)c2c(=O)[nH]1	100	98	117	106	107	107	89	112	109
COC(=O)c1cc(-c2ccc(OC)cc2)[nH]c1NNC(C)=O	105	116	167	122	73	92	45	144	168
Cc1ccc2nc(-c3ccccc3)nn2c1	105	129	114	107	107	108	89	104	113
COc1cccc(NC(=O)c2sc3nc4c(cc3c2N)C(=O)CCC4)c1	55	84	41	43	12	41	52	35	-3.0*
OCCN(Cc1ccccc1)Cc1ccccc1	96	103	105	100	114	103	79	101	95
CCCCNC(=O)Oc1ccc(/C(=C(/CC)Cc2ccccc2)c2ccc(OCCN3CCOCC3)cc2)cc1	71	89	83	92	99	65	51	82	89
O=C=Nc1ccc(N=Nc2ccccc2)cc1	/	112	97	100	107	99	67	92	86
S=C1CCCCCN1	94	109	123	99	110	107	83	100	101
COC(=O)CC1CSC(=S)N1c1ccc(F)cc1 (stereo not given)	92	96	100	105	105	105	93	94	83
C=CC[C@@H]1C(=O)[C@@H]2C[C@@H](O)[C@@H](O)C[C@]2(C)[C@H]2CC[C@@]3(C)C(=C12)CC[C@@H]3[C@@](C)(O)[C@H](O)CCC(C)(C)O	/	93	113	107	103	95	94	98	88
Nc1c(C(=O)Nc2cccc3ncccc23)sc2nc3c(cc12)C(=O)CCC3	59	77	29	52	70	57	58	61	4.5*
Cc1c2c(c(C)c3c1oc1cc(O)ccc13)C(=O)N(Cc1ccccc1)C2=O	79	78	89	80	69	92	84	94	103

An excerpt of the results above, as a working copy:
Structure	CAKI-1	TK-10	RXF 393	ACHN	DU-145	786-0	UO-31	SN12C	A498
COC(=O)CC1CSC(=S)N1c1ccc(F)cc1 (stereo not given)	92	96	100	105	105	105	93	94	83
C=CC[C@@H]1C(=O)[C@@H]2C[C@@H](O)[C@@H](O)C[C@]2(C)[C@H]2CC[C@@]3(C)C(=C12)CC[C@@H]3[C@@](C)(O)[C@H](O)CCC(C)(C)O	/	93	113	107	103	95	94	98	88
Nc1c(C(=O)Nc2cccc3ncccc23)sc2nc3c(cc12)C(=O)CCC3	59	77	29	52	70	57	58	61	4.5*

Next entries:
Structure	CAKI-1	TK-10	RXF 393	ACHN	DU-145	786-0	UO-31	SN12C	A498
N#Cc1c(N2CCN(Cc3ccccc3)CC2)nc(=S)[nH]c1-c1ccc([N+](=O)[O-])cc1	98	131	101	99	115	102	108	117	135
CCC(SCC(N)=O)(C(N)=O)C(C)C (stereo not given)	95	99	101	97	104	98	87	92	97
CCCCCCn1c(=N)n(CC(O)COc2cccc(C)c2)c2ccccc21 (stereo not given)	-22*	-86*	-95*	-53*	-22*	-86*	-96*	29	-13*
COc1cc(/C=C(\C#N)C(=O)Nc2sc3c(c2C#N)CCC3)ccc1OCc1ccccc1	91	112	108	105	103	96	90	99	/
O=C(Cn1cc(CN2C(=O)c3ccc([N+](=O)[O-])cc3C2=O)nn1)Nc1ccc(Cl)cc1[N+](=O)[O-]	92	132	/	97	108	107	81	102	106
COc1ccc(-c2nc3cc(C(=O)NC4CCCCC4)ccc3n2C2CCCCC2)cc1	89	91	100	87	100	88	83	96	103
CCCCNC(=O)/C=C\C(=O)O	100	116	129	111	96	97	79	111	95
S=C=NCC1CC2(Cl)CC1(Cl)C(Cl)=C2Cl (stereo not given)	101	97	104	97	114	91	85	94	76
CC1=C(C(=O)Nc2ccc(F)cc2)C(c2ccc(F)cc2)C2=C(CC(C)(C)CC2=O)N1 (stereo not given)	100	106	92	98	105	96	79	102	81
Cc1ccc(C(=O)c2cnc(=S)[nH]c2-c2ccc(Br)cc2)cc1	92	119	118	102	114	109	81	101	106
O=C1N(c2ccccc2)c2ccccc2[C@]12Oc1ccccc1[C@H]1CC(c3ccc(F)cc3)=NN12	50	124	93	66	88	74	48	68	121
CC1=NN(c2ccc(Cl)cc2)C(=O)C1	91	115	110	94	106	105	84	101	105
CNC(=O)c1nc(Nc2ccc(NC(=O)Nc3ccc(Cl)c(C(F)(F)F)c3)cc2)c2ccccc2n1	88	95	101	101	107	106	93	100	/
Cn1c([N+](=O)[O-])cnc1/C=C1\Oc2ccc(Br)cc2C1=O	-22*	-33*	-59*	-42*	-58*	-53*	-38*	-2.3*	-30*
N#C/C(=C\C=C\c1ccccc1)c1nc(-c2ccc(Cl)cc2)cs1	113	134	124	104	109	98	147	94	117
CCN1C(=O)N(CC)C2C1NN=c1s/c(=C\c3cc4ccccc4[nH]3)c(=O)n12 (stereo not given)	7.6*	60	47	12	16	29	19	11	2.2*

Reformatted: entries from further up
Values run as follows: CAKI-1	TK-10	RXF 393	ACHN	DU-145	786-0	UO-31	SN12C	A498
CNC(=O)c1nc(Nc2ccc(NC(=O)Nc3ccc(Cl)c(C(F)(F)F)c3)cc2)c2ccccc2n1
 : 88	95	101	101	107	106	93	100	/
Cn1c([N+](=O)[O-])cnc1/C=C1\Oc2ccc(Br)cc2C1=O
 : -22*	-33*	-59*	-42*	-58*	-53*	-38*	-2.3*	-30*
N#C/C(=C\C=C\c1ccccc1)c1nc(-c2ccc(Cl)cc2)cs1
 : 113	134	124	104	109	98	147	94	117

Following part:
Structure	CAKI-1	TK-10	RXF 393	ACHN	DU-145	786-0	UO-31	SN12C	A498
C/C(=N\NC(=S)Nc1ccccc1)c1sc(Nc2cccc(Cl)c2)nc1C	81	127	87	93	102	94	75	108	46
O=c1cc(/C=N\Nc2nc(-c3ccc(Cl)cc3)cs2)c2cc(Cl)ccc2o1	/	127	106	97	103	96	85	103	101
CN1Cc2c(cc(CN3CCCCC3)n2C)C(c2ccc(Br)cc2)C1 (stereo not given)	84	92	75	98	97	67	/	85	98
CCCCCCNC(=O)Oc1ccc(/C(=C(/C)Cc2ccc(OC)cc2)c2ccc(OCCN3CCOCC3)cc2)cc1	/	92	92	100	103	91	76	98	/
O=c1cc(-c2ccccc2)oc2ccc(O)cc12	93	136	95	95	108	110	74	92	100
CC1(C)CC(C#N)C(=O)O1 (stereo not given)	110	106	130	104	123	109	118	110	97
C/C(CC(=O)NNc1ccc([N+](=O)[O-])cc1)=N\Nc1ccc([N+](=O)[O-])cc1	31	93	118	47	62	55	40	69	81
CCN(CC)C(=O)COc1ccc(Cl)cc1C	99	100	96	109	110	97	89	98	75
CCCCCC/C=N/Nc1ccc([N+](=O)[O-])cc1[N+](=O)[O-]	93	121	111	93	108	105	73	100	92
CN1C(=O)/C(=C/c2ccc(C(=O)Nc3ncc(Cc4ccccc4Cl)s3)cc2)SC1=S	34	84	69	52	73	88	64	69	61
N#Cc1c(-c2ccc(F)cc2)nc(NNC(N)=S)nc1N1CCOCC1	/	91	14	96	103	93	88	98	85
CSc1nccnn1	98	103	/	107	106	105	98	97	105
Cc1ccc(Oc2nc3ccccc3cc2-c2nnc(Cc3ccccc3)o2)cc1	/	107	88	75	99	71	23	87	60
CCSCCC(NC(C)=O)/C(C)=N/NC(N)=S (stereo not given)	/	95	100	104	101	104	81	102	102
COc1cc(CNC(=O)/C=C/c2ccccc2)ccc1OCc1cn(-c2ccccc2F)nn1	94	102	85	105	105	102	82	106	/
Cc1ccc2c(-c3nnc(N)s3)cc(=O)oc2c1C	94	102	106	103	116	92	80	100	85
CC(C)c1ccc(COCc2cc(CN3CCCC3)c(O)c3ncccc23)cc1	3.9*	4.8*	3.0*	6.2*	19	-15*	-11*	13	0.5*
NNC(=O)C(=O)NN	97	/	/	102	115	107	97	95	95
N#Cc1cnn2c(=O)[nH]cnc12	88	107	104	99	95	129	74	106	81
CC1=C(C)C[C@@]2(Cc3ccccc3C2=O)S(=O)C1 (stereo not given in full)	94	115	119	68	111	101	66	84	130
COc1ccc(-c2oc(=O)ccc2-c2cc(OC)c(OC)c(OC)c2)cc1O	-12*	62	-39*	56	6.8*	20	22	37	-1.8*
Cc1cc(C)cc(Nc2ccc([N+](=O)[O-])c(NCCN3CCOCC3)n2)c1	37	65	58	30	-1.9*	8.1*	23	32	-0.3*
O=S(=O)(NCCCNc1nccc(-c2c(-c3ccc(F)c(O)c3)nc3sccn23)n1)c1ccc(Cl)cc1	55	135	/	66	87	110	68	77	109
CCN(C(=S)Nc1cccc2ccccc12)c1ccccc1	89	119	102	106	113	100	64	99	/

Random excerpt: two records from the list
Structure	CAKI-1	TK-10	RXF 393	ACHN	DU-145	786-0	UO-31	SN12C	A498
CC(C)c1ccc(COCc2cc(CN3CCCC3)c(O)c3ncccc23)cc1	3.9*	4.8*	3.0*	6.2*	19	-15*	-11*	13	0.5*
CC1=C(C)C[C@@]2(Cc3ccccc3C2=O)S(=O)C1 (stereo not given in full)	94	115	119	68	111	101	66	84	130

(cont.)
Structure	CAKI-1	TK-10	RXF 393	ACHN	DU-145	786-0	UO-31	SN12C	A498
COc1cc(/C=C\c2cccnc2Nc2cc(OC)c(OC)c(OC)c2)cc(OC)c1OC	74	94	107	85	98	69	63	85	/
CC1=C(C)C(=O)C(N2CCC(N3CCOCC3)CC2)=CC1=O	104	118	118	110	108	105	86	117	121
O=C(Nc1ccccc1Cl)N1CCC2N(C(=O)Nc3ccccc3Cl)CCC3N(C(=O)Nc4ccccc4Cl)CCC1N23 (stereo not given)	/	119	125	99	118	108	82	106	86
O=S(=O)(c1ccccc1F)N1CCN(c2nccc(-c3c(-c4cccc(F)c4)nc4sccn34)n2)CC1	65	110	92	79	77	86	43	70	/
O=C(c1ccc(CSc2ccc(Cl)cc2)o1)N1CCOCC1	94	98	94	99	101	104	75	82	85
C[n+]1c(/C=C/c2ccc([N+](=O)[O-])cc2)ccc2ccccc21	81	112	93	116	104	111	63	102	92
CN(C)Cc1c[nH]c2nccnc12	95	100	108	113	117	119	102	97	/
OC(COc1cccc2ccccc12)CN1CCN(c2ccc(Cl)cc2)CC1 (stereo not given)	85	101&71	-3.9*!	102&69	122&93	90&81	64&80	98&98	77&92
CC(C)Nc1cc(-c2c[nH]c(C(=O)N[C@H](CO)c3cccc(Cl)c3)c2)c(Cl)cn1	35	16	2.5*	31	57	42	18	52	4.2*
Cc1ccc(/C=C2/SC(=S)N(CCc3ccc(O)cc3)C2=O)o1	67	118	111	86	94	103	51	90	99
Nc1ncc(-c2ccc(NS(=O)(=O)c3cc(Cl)c(F)cc3F)cc2)[nH]1	86	96	103	97	102	99	86	98	93
CSc1nnnn1-c1ccccc1	91	103	107	/	120	107	70	100	96
COc1cccc(/C=N\NC(=O)C(=O)N/N=C\c2cccc(OC)c2O)c1O	60	80	93	78	82	75	59	77	94
Cc1ccc2c(c1)c(=O)n(-c1ccccc1)c1nnc(-c3ccccc3F)n21	89	109	91	101	109	89	99	97	/
COc1ccc2[nH]c(O)c(N=NC(=O)Cn3c(-c4ccccc4)nc4cc(C)ccc43)c2c1	62	98	-36*	41	38	4.5*	50	-74*	119
Brc1cn2ccnc2c(-c2ccco2)n1	88	109	130	102	113	97	95	94	82
COc1cc2ccc(CC(=O)O)cc2cc1OC	97	99	100	105	108	112	84	101	81
COc1cc2ncnc(Nc3ccc(O[C@H]4CO[C@H]5[C@@H]4OC[C@@H]5O)c(Cl)c3)c2cc1OC	68	78	94	38	77	90	49	61	39
C/C(=N/NC(N)=O)C1CC2CCC1CC2 (stereo not given)	86	103	95	94	136	103	87	104	85
O=[N+]([O-])c1ccc(NCSc2ccc(Cl)cc2)cc1	96	105	103	93	98	93	/	86	/
CCNC(=S)NNC(=S)N/N=C/c1cc(OC)c(OC)c(OC)c1	97	107	104	96	105	97	83	98	94
CC1=C[S+](c2ccccc2)c2cccc3cc4ccccc4c1c23 (stereo not given)	/	2.1*	/	15	-11*	-80*	-39*	-60*	27
C/C(=N\NC(=S)Nc1cc(C)ccc1Cl)c1cc2ccccc2oc1=O	78	132	98	104	103	103	81	96	/
Nc1ccc(C2=Nc3cccc4cccc(c34)S2)cc1	76	88	107	81	98	121	60	94	56
C(=N\Nc1ncc(-c2cc3cc4c(cc3o2)OCO4)s1)/c1cccs1	87	119	124	90	119	93	93	84	85
CC(C)CCC1(CCBr)C(=O)NC(=Nc2ccccc2)NC1=O (stereo not given)	93	121	111	106	114	108	85	95	94
CCc1c(C)c2ccc(O)c(C(=O)/C=C/c3cc(OC)c(OC)c(OC)c3)c2oc1=O	/	90	107	/	99	95	81	98	99
Nc1nn(-c2cccc(C(F)(F)F)c2)c2cccc[n+]12	93	119	102	100	117	97	94	104	102
O=C(O)c1ccc(-n2cc(CNc3ccc(Oc4ccccc4)cc3)c(-c3ccccc3)n2)cc1	86	90	87	87	100	91	77	93	83
COc1ccc(N2N=C(c3ccc4c(c3)OCCO4)CC2c2cccc(NC(=O)CCCNS(=O)(=O)c3ccc(F)cc3)c2)cc1 (stereo not given)	54	78	68	71	91	67	59	75	87
Oc1c(Cl)cc(Cl)cc1C1N=NC2=C(CCCC2)N1O (stereo not given)	94	127	103	94	102	107	63	91	103
CN(C)c1ccc(-c2cc(-c3cccc(Br)c3)n[nH]2)cc1	72	113	127	90	94	104	56	78	106
CC1(C)CC[C@]2(C(=O)O)CC[C@]3(C)C(=CCC4[C@@]5(C)C[C@@H](O)[C@@H]6OC(c7ccccc7Br)OC[C@@]6(C)C5CC[C@]43C)C2C1 (stereo not given in full)	15	21	23	9.9*	20	25	16	15	24
